CD11b adhes enh: enhancers of human CD11b/CD18 binding to fibrinogen; activation, % at 10 µM; actives 0.07% (n = 93,000); K562 CD11b/CD18 adhesion to fibrinogen, ATPlite luminescence;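 active means 10 µM primary screen giving 50% or more activity, confirmed by 40% or more on retest at that dose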; further: strong numbers were not always called active; reference of the scale not given here
Target sequence (P05107 whole entry, looked up, other chains not shown): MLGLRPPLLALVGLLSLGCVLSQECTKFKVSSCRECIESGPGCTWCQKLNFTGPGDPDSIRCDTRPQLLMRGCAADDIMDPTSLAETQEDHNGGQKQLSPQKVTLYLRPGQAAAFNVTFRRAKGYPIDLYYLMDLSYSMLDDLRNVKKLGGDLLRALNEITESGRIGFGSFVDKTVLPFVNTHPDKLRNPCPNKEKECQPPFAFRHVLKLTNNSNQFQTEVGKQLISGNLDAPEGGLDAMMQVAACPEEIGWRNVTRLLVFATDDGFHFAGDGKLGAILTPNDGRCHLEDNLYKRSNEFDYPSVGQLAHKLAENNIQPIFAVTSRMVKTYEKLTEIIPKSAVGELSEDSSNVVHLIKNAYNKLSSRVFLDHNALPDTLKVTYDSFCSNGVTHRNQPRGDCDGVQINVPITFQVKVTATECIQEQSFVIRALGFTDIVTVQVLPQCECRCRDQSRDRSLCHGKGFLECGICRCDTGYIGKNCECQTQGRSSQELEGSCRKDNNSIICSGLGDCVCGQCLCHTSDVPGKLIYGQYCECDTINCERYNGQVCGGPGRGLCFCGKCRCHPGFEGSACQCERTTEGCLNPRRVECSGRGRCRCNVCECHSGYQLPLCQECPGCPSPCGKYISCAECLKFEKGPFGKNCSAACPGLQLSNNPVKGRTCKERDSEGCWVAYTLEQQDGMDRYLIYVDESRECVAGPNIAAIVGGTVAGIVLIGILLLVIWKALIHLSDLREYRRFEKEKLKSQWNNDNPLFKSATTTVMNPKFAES
* marks the source's active call; other numbers are inactive results. Some of the compounds tested; rates above refer to the full screens.

CD11b adhes enh | SMILES
3 | CCOc1cc(CNCCc2ccccc2)ccc1OCC(=O)NC(C)(C)C
-3 | CCC(NC(=O)c1cccc(Cn2nc(C)c([N+](=O)[O-])c2C)c1)c1ccc(C(C)C)cc1 (configuration not stated)
5 | Cc1cccc(OCC(=O)NNC(=O)Nc2cccc(Cl)c2)c1C
-4 | O=C(OC(C(=O)Nc1cccc(C(F)(F)F)c1)c1ccccc1)C1CCCCC1 (configuration not stated)
3 | C/C(CC(=O)Nc1ccccc1[N+](=O)[O-])=N\NC(=O)COc1ccccc1C
-3 | CC(=O)Nc1cccc2ncccc12
-3 | Cc1ccccc1OCC(=O)N/N=C/c1cccc(Oc2ccc([N+](=O)[O-])cc2[N+](=O)[O-])c1
-2 | CC(/C=N/NC(=O)c1ccncc1)=C\c1ccc(C(C)C)cc1
-2 | O=C(NC(=S)N1CCOCC1)c1ccc([N+](=O)[O-])cc1
59 | COc1ccc(C2c3c(ccc4ccccc34)Oc3ncn4nc(-c5ccco5)nc4c32)cc1 (configuration not stated)
6 | CC1(C)Cc2nc3nc(SCC(=O)NCc4ccccc4)n(-c4ccccc4)c(=O)c3cc2CO1
-5 | Cc1ccccc1NC(=O)CCC(=O)OCC(=O)c1ccc(-c2ccccc2)cc1
1 | CC1(C)CC(=O)C([N+](=O)[O-])=C(NCCCO)C1
66 | CCc1cccc2c1NC(=O)C21N2CCCC2C(C(=O)c2ccc3ccccc3c2)C12C(=O)Nc1ccccc12 (configuration not stated)
9 | Cc1ccc(N2C(=O)NC(NC(=O)C(C)(C)C)(C(F)(F)F)C2=O)cc1 (configuration not stated)
1 | COc1ccc(C2Nc3ccccc3C(=O)N2Cc2ccccc2)cc1Cn1nnc2ccccc21 (configuration not stated)
1 | Cc1nn(Cc2cccc(F)c2)c(C)c1NC(=O)c1ccc(COc2ccccc2Cl)cc1
3 | CCOc1ccc(CN(CCC#N)C(=S)NC(=O)c2ccccc2)cc1
-1 | Cc1ncc(CO)c(/C=N/NC(=O)c2ccccc2Br)c1O
-3 | O=C(Nc1cc2c(cc1Br)OCCO2)c1cccs1
0 | CCc1c(C)c(C#N)c2nc3ccccc3n2c1Cl
-8 | CCOC(=O)C(Sc1ncc(C#N)c(N)n1)C(C)C (configuration not stated)
-1 | COc1ccc(CCNC(=O)COC(=O)Cc2ccc(OC)cc2)cc1
3 | CCN(CC)c1ccc(/C=N/Nc2nc(C)cc(=O)[nH]2)cc1
0 | Cc1cc(C)c2c(c1)/C(=N/NC(=S)Nc1ccc(F)cc1)CCC2
0 | CCn1c(SCc2ccc(C)cc2)nnc1-c1nn(-c2ccccc2)ccc1=O
1 | O=S(=O)(NC1CCCCC1Oc1ccccc1)c1ccccc1 (configuration not stated)
1 | O=C(CSc1ccc(-c2ccc(F)cc2)nn1)Nc1ccc2c(c1)OCCO2
-2 | CN1/C(=C\C=Nc2cc(S(=O)(=O)N3CCOCC3)ccc2N2CCOCC2)C(C)(C)c2ccccc21
-11 | N#Cc1c(C(F)(F)F)cc(-c2ccc(Cl)cc2)[nH]c1=O

Next section:
CD11b adhes enh | SMILES
-4 | CCOC(=O)c1cc(CC)sc1NC(=O)C1CC(=O)NN1Cc1ccccc1 (configuration not stated)
-2 | N#CCC(=N)N1CCN(c2ccccc2Cl)CC1
-5 | Cc1ccc(C)c(-n2c(-c3ccc4c(c3)OCO4)n[nH]c2=S)c1
3 | CCC(C)c1ccccc1NC(=O)COC(=O)c1ccc(C)c(NC(=O)c2ccco2)c1 (configuration not stated)
2 | Cc1cccc(C(=O)O/N=C2\CCSc3ccc(C)cc32)c1
18 | O=C(Nc1ccc2oc(-c3cccc4ccccc34)nc2c1)c1ncn[nH]1
-2 | CN(C)c1nn(C(=O)Nc2cccc(C(F)(F)F)c2)cc1-c1ccccc1
10 | COc1ccc(C(=O)NC(NC(=S)Nc2ccc(S(N)(=O)=O)cc2)C(Cl)(Cl)Cl)cc1 (configuration not stated)
-4 | COCCNC(=O)C(=O)c1cc(C)n(-c2ccc([N+](=O)[O-])cc2)c1C
2 | O=C(OCC(=O)N1CCc2ccccc2C1)c1cccc([N+](=O)[O-])c1
1 | CN1CCN(c2nc(-c3cccs3)nc3ccccc23)CC1
-1 | Cc1ccc2[nH]cc(CCNC(=O)c3ccc([N+](=O)[O-])cc3)c2c1
-2 | COc1ccc2cc(CN(CC3CCCO3)S(=O)(=O)c3ccc(C(C)=O)cc3)c(=O)[nH]c2c1 (configuration not stated)
-4 | O=C(CSc1ccc(Cl)cc1)N1CCN(c2ccc(Cl)cc2[N+](=O)[O-])CC1
-2 | O=C(N/N=C/C=C/c1ccco1)/C(=C/c1ccccc1)NC(=O)c1ccccc1
4 | O=C(COC(=O)/C=C/c1ccc(OC(F)F)cc1)NCc1cccs1
20 | CCn1c(SCC(=O)NC(=O)NCc2ccco2)nc2sc(C)c(C)c2c1=O
-7 | COc1ccc(C(=O)Oc2cc(/C=N/NS(=O)(=O)c3ccccc3)ccc2OC)cc1
-2 | Cc1ccc(NC(=O)c2cc(=O)c3ccccc3o2)c(C)c1
52 | O=C(Cn1c2ccccc2c(=O)c2cc([N+](=O)[O-])ccc21)Nc1ccccc1Cl
-1 | C/C(=N\N1CCN(C2c3ccccc3-c3ccccc32)CC1)c1ccncc1
54 | Cn1cc(/C=C2\SC(=O)N(c3ccccc3)C2=O)c2ccccc21
-2 | COCCN(C(=O)Cc1cccs1)C(C(=O)NCc1ccc(OC)cc1)c1ccc(OC)cc1 (configuration not stated)
4 | CCc1cccc(CC)c1NC(=S)N1CCn2cccc2C1c1cccnc1 (configuration not stated)
1 | O=C(CSc1nnc2ccccn12)Nc1cccc(S(=O)(=O)N2CCOCC2)c1
-1 | COc1ccccc1C(=O)Oc1ccc2c(c1)O/C(=C\c1ccncc1)C2=O
2 | Cc1cc(N/N=C/c2ccccc2O)nc(-c2ccccc2O)n1
-8 | Cc1ccc(NS(=O)(=O)c2ccc(C3CCCCC3)cc2)cc1
10 | Cc1ccc(CNC(=O)C2CC(c3cccc([N+](=O)[O-])c3)=NO2)o1 (configuration not stated)
-3 | CS/C(=N\S(=O)(=O)c1ccc(Cl)cc1)c1ccccc1

Next part
CD11b adhes enh | SMILES
-4 | Cc1oc(-c2ccc3c(c2)OCCO3)cc1C(=O)O
2 | CCOc1ccc(CCNC(=O)CSc2nn(-c3ccc(C)c(Cl)c3)c(=S)s2)cc1OCC
11 | CCOC(=O)CCc1c(C)c2ccc(OCc3ccc([N+](=O)[O-])cc3)cc2oc1=O
0 | Clc1ncnc2scc(-c3ccccc3)c12
-2 | NC(CC(=O)O)c1ccc(F)cc1 (configuration not stated)
-3 | O=C(c1ccc(COc2ccccc2Br)cc1)N1CCCCC1
2 | COc1ccc(/C=N/NC(=O)c2cc(C34CC5CC(CC(C5)C3)C4)[nH]n2)cc1O
-3 | Nc1ccc(-n2cnc3cc([N+](=O)[O-])ccc32)cc1
-6 | COc1ccc(C(=O)NCC(C)(C)SCc2c(C)cc(C)cc2C)cc1
1 | CCCc1ccc(-c2cc(NC(=O)CSc3nnc(N)s3)n(-c3ccccc3)n2)cc1
-2 | N#Cc1ccc(OCC(=O)N/N=C2\CCc3ccccc32)cc1
-2 | O=S(=O)(Cc1cnc(Cl)s1)c1ccccc1
-3 | Cc1ccc(-n2[nH]c(C)c(C=NC34CN5CN(CN(C5)C3)C4)c2=O)cc1C
-4 | S=C(NC1CCCCC1)N(CCc1ccccc1)CCc1ccccc1
0 | O=C(NCc1ccccc1)c1cccc(S(=O)(=O)NCc2ccccc2)c1
-4 | N/C(CN1CCCC1=O)=N\OC(=O)c1ccccc1Cl
64 | CCCCOc1ccc(/C=C/C(=O)Nc2ccc([N+](=O)[O-])cc2C)cc1
4 | O=S(=O)(c1ccccc1)N1N=C(c2cccs2)CC1c1ccc(F)cc1 (configuration not stated)
2 | COc1ccc(OC)c(Nc2ccc(C(=O)O)cc2[N+](=O)[O-])c1
0 | CCCCOc1ccc(C(=O)NCC2(c3ccccc3)CCOCC2)cc1
21 | CCOc1cc(/C=C2/NC(=S)NC2=O)ccc1OCc1ccc([N+](=O)[O-])cc1
3 | CCOC(=O)c1cc(C#N)c(Oc2cccc(C(F)(F)F)c2)nc1-c1ccccc1
0 | CCNc1nc(NCC)n2c(SCC(=O)N3CC4(C)CC3CC(C)(C)C4)nnc2n1 (configuration not stated)
5 | CC1Cc2ccccc2N1C(=O)COC(=O)CNC(=O)c1ccc(Br)o1 (configuration not stated)
-4 | CCOc1ccc(C2=NNC(c3cccs3)=Nc3ccc(OCC)cc32)cc1
-3 | CC1CCc2c(sc3nc(CN4CCOCC4)nc(N4CCc5ccccc5C4)c23)C1 (configuration not stated)
-1 | CCCCc1ccc(NC(=S)N2CCCC(CO)C2)cc1 (configuration not stated)
-2 | COCCn1c(-c2ccc(Cl)cc2)cnc1SCC(=O)NCCc1ccc(OC)c(OC)c1
-2 | O=C(COc1cccc2ccccc12)N/N=C/c1ccc(Sc2nc3ccccc3s2)o1
1 | CCOC(=O)c1ccc(NC(=O)CN2C(=O)C(C)SC(C)C2=O)cc1 (configuration not stated)

(next part)
CD11b adhes enh | SMILES
10 | CCOc1ccc(OCC(=O)OCn2c(SC)nnc(C)c2=O)cc1
2 | CCC(=O)c1ccc(OCc2ccc(C(=O)OC)cc2)c(OC)c1
0 | C/C(N)=C(/C#N)C(=O)COC(=O)CSc1ccc2ccccc2c1
2 | ONC(=Nc1ccc(Cl)cc1)c1ccc(Cl)cc1
7 | CCOC(=O)C(=Cc1ccc(OCc2ccc([N+](=O)[O-])cc2)c(OC)c1)C(=O)OCC
-7 | Cn1nc(C(F)(F)F)c(/C=N/OC(=O)c2ccccc2Cl)c1SCc1ccccc1Cl
2 | O=C(N1CCN(c2ccccc2F)CC1)C1(c2cccs2)CCOCC1
-1 | O=[N+]([O-])c1cc(/C=N/n2c(-c3cccnc3)n[nH]c2=S)ccc1Cl
-2 | O=C(CC(=O)c1ccccc1)Nc1cc(C(F)(F)F)ccc1Cl
5 | Cc1ccc(-n2c(C)nnc2SCC(=O)N2CCc3ccccc3C2)cc1
9 | CCOc1cc(/C=N\NC(=O)c2ccc(NC(=O)C(C)(C)C)cc2)ccc1OC(=O)c1ccc(C)cc1
-4 | CC(C)CC(=O)NC(=S)Nc1nc(-c2ccccc2)cs1
0 | CCNNC(=O)C(O)(c1cccc(C)c1)c1cccc(C)c1
2 | O=C(NCCCn1ccnc1)c1cc(-c2ccc(Cl)cc2)nc2ccccc12
4 | Cc1nn(Cc2ccccc2Cl)c(C)c1NC(=O)CCCn1nc([N+](=O)[O-])c(Cl)c1C
-1 | COc1cc(/C=N/NC(=O)c2ccoc2C)ccc1O
-3 | N#CC1=C(N)Oc2c(O)cc3ccccc3c2C1c1ccsc1 (configuration not stated)
-2 | COc1ccccc1OCC(=O)NN1Cc2ccccc2C1=N
9 | O=C(COc1ncnc2sccc12)NC1CCCc2ccccc21 (configuration not stated)
4 | Cc1ccc(NC(=O)COC(=O)C(CC(C)C)N2C(=O)C3CC=CCC3C2=O)c(C)c1 (configuration not stated)
0 | O=C(/C=C/c1c(Cl)cccc1Cl)NCc1ccco1
-2 | COc1cccc(/C=N/N2CCOCC2)c1O
1 | Cc1cc(C(=O)NCCC(c2ccccc2)c2ccccc2)c(C)o1
2 | COC(=O)c1cccc(NC(=O)COC(=O)CSc2nc(C)cc(C)n2)c1
-3 | COc1cc(NC(=O)CCC(=O)O)nc(OC)n1
4 | COC(=O)CC(NS(=O)(=O)c1cccs1)c1cccc2ccccc12 (configuration not stated)
5 | CC(=O)n1nc(-c2cccc(C)c2)nc1SCC(=O)Nc1ccccc1
-1 | O=C(Cn1[nH]c(=O)c2ccccc2c1=O)Nc1ccc(-c2nnc3n2CCCCC3)cc1
4 | CCOC(=O)c1ccc(NC(=O)c2ccccc2N(C)S(=O)(=O)c2ccccc2)cc1
-1 | c1csc(-c2nnc(N3CCCCCC3)c3ccccc23)c1

As a working copy, part of the list above.
CD11b adhes enh | SMILES
4 | Cc1ccc(NC(=O)COC(=O)C(CC(C)C)N2C(=O)C3CC=CCC3C2=O)c(C)c1 (configuration not stated)
0 | O=C(/C=C/c1c(Cl)cccc1Cl)NCc1ccco1
-2 | COc1cccc(/C=N/N2CCOCC2)c1O

The listing picks up with the five entries that preceded the break.
CD11b adhes enh | SMILES
4 | COC(=O)CC(NS(=O)(=O)c1cccs1)c1cccc2ccccc12 (configuration not stated)
5 | CC(=O)n1nc(-c2cccc(C)c2)nc1SCC(=O)Nc1ccccc1
-1 | O=C(Cn1[nH]c(=O)c2ccccc2c1=O)Nc1ccc(-c2nnc3n2CCCCC3)cc1
4 | CCOC(=O)c1ccc(NC(=O)c2ccccc2N(C)S(=O)(=O)c2ccccc2)cc1
-1 | c1csc(-c2nnc(N3CCCCCC3)c3ccccc23)c1
-4 | Cc1ccc(-n2c(SCC(=O)NCCN3C(=O)CSC3=O)nnc2-c2ccccc2)cc1C
-2 | CCOC(=O)c1nc(C)n(-c2cc(Cl)cc(Cl)c2)n1
5 | CCC1(C)Cc2c(sc3nnn(CC(=O)Nc4ccc(C)cc4)c(=O)c23)CO1 (configuration not stated)
3 | Cc1ccc(C(=O)CN(Cc2ccccc2)C2=NCCS2)cc1
-4 | Nc1nc(N)nc(-c2ccccc2O)n1
-2 | CCOC(=O)C1=C(C)NC(C)=C(C(=O)OCC)C1C(=O)OCC(=O)NC(C)C
1 | CC1(C)CC(=O)C2=C(C1)OC(N)=C(C#N)C2c1cn(-c2ccccc2)nc1-c1ccc(F)cc1 (configuration not stated)
-2 | Fc1ccc(-c2csc(/C=C/c3ccc4c(c3)OCO4)n2)cc1
-3 | O=C(CN1C(=O)COc2ccc(S(=O)(=O)N3CCCC3)cc21)NC1CCCCCCC1

Ordered by length of the SMILES (largest number first): part of the list above.
CD11b adhes enh | SMILES
1 | CC1(C)CC(=O)C2=C(C1)OC(N)=C(C#N)C2c1cn(-c2ccccc2)nc1-c1ccc(F)cc1 (configuration not stated)
-4 | Cc1ccc(-n2c(SCC(=O)NCCN3C(=O)CSC3=O)nnc2-c2ccccc2)cc1C
-3 | O=C(CN1C(=O)COc2ccc(S(=O)(=O)N3CCCC3)cc21)NC1CCCCCCC1
-2 | CCOC(=O)C1=C(C)NC(C)=C(C(=O)OCC)C1C(=O)OCC(=O)NC(C)C
5 | CCC1(C)Cc2c(sc3nnn(CC(=O)Nc4ccc(C)cc4)c(=O)c23)CO1 (configuration not stated)
-2 | CCOC(=O)c1nc(C)n(-c2cc(Cl)cc(Cl)c2)n1
-4 | Nc1nc(N)nc(-c2ccccc2O)n1

Screening data (PubChem)
